MLLE-PAM2 inh: blocks PAM2 peptide binding to the PABP1 MLLE domain; P11940; GST-MLLE / FITC-PAM2 fluorescence polarization; inhibition, % at 20 µM; actives 0.36% (n = 360,000); AID 588489; in the data active = inhibition above about 35%, passing the limit was not always enough;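 also: plate controls were DMSO wells with GST-MLLE for no effect and wells lacking GST-MLLE protein for full effect; some results filed as inactive read as strong as hits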
Target sequence (P11940 whole entry, looked up, the tested form may be a part): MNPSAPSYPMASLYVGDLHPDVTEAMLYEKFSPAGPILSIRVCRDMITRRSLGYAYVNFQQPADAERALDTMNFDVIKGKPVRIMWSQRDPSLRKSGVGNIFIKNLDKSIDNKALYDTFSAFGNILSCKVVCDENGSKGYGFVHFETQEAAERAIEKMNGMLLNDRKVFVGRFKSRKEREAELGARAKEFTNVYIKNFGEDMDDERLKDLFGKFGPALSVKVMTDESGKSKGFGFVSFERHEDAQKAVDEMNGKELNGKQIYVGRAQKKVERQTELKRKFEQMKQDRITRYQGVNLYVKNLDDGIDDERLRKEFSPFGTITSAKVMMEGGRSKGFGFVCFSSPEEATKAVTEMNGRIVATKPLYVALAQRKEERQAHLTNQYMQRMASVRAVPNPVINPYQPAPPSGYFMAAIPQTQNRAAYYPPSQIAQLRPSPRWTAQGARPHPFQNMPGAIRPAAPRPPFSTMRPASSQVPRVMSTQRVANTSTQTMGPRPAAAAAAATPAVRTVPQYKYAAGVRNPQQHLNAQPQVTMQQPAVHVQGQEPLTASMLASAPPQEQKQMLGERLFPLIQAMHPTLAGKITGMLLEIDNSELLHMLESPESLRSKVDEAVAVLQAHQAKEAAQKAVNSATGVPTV
Tb MetRS inh: blocks T. brucei methionyl-tRNA synthetase activity; purified T. brucei MetRS, ATP depletion, Kinase-Glo luminescence; actives 0.4% (n = 360,000); inhibition, % at 11.9 µM;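 active = inhibition above a per-plate cutoff of the control wells' mean inhibition plus 3 SD, cut at about 5.5% in these data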;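 also: 0% = DMSO wells median and 100% = median of wells with control inhibitor compound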
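Assay system: T. brucei methionyl-tRNA synthetase, purified | Medium: HEPES buffer with MgCl2, KCl, DTT, spermine, BSA, pyrophosphatase | Compound: 11.9 µM single point | Incubation: 15 min enzyme-compound preincubation, 2 h reaction, 10 min detection, 25 °C | Measured by: Kinase-Glo luciferase luminescence reporting remaining unconsumed ATP | Measure: % inhibition normalized to control-well medians | Replication: Singlicate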
Scp-1 inhibitor: Scp-1 (human) phosphatase inhibition; Q9GZU7; inhibition, % at 20 µM; actives 0.88% (n = 340,000); Recombinant Scp1, phosphopeptide, malachite green phosphate absorbance;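 active = inhibition above about 50% at 20 µM, limit read from the data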;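 also: plate controls were DMSO wells with enzyme for no effect and wells lacking enzyme for full effect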
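Material – SCP-1 phosphatase catalytic domain, residues 76-261 · Buffer or medium – Acidic Tris acetate buffer with magnesium and detergent · Also added – Phospho 17-mer peptide substrate · Compound – single 20 µM dose, 1% DMSO · Times – 45 min room-temperature reaction, 5 min colour, 30 min stabiliser · Technique – Phosphate-binding colour reagent, absorbance read at 630 nm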
STEP inh: STEP (human) phosphatase inhibition | P54829 | recombinant STEP, OMFP fluorogenic substrate, fluorescence | inhibition, % at 20 µM | actives 0.25% (n = 360,000);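 active = inhibition at 20 µM, scaled per plate between control wells, above about 37%, limit read from the data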;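 also: 0% = DMSO with enzyme and substrate and 100% = substrate only without enzyme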
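material = STEP tyrosine phosphatase | reagent = fluorogenic phosphatase substrate OMFP at 25 µM final | doses = single compound dose of 20 µM, 1% DMSO final | schedule = 20 min reaction, room temperature, in the dark | measured by = fluorescence, 480/540 nm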
SUMO1-SIM PPI: alters human SUMO1 binding to SIM partners. actives 0.33% (n = 360,000). SUMO1 binding to a labelled peptide, TR-FRET, 1 h. inhibition, % at 20 µM. P63165; in the data active = inhibition above about 37%
Target sequence (P63165 whole entry, looked up): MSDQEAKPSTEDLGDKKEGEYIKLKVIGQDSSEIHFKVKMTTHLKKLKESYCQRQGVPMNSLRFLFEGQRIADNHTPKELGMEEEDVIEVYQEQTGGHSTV
Rpn11 inh: blocks the human proteasome subunit Rpn11; O00487; actives 0.59% (n = 360,000); calls only at 20 µM; AID 588493; human 26S proteasome, Ub4-pepOG fluorescence polarization; 20S core pre-blocked with epoxomicin;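 active = inhibition at 20 µM, scaled to each plate's controls, above about 33%, limit read from the data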
Target sequence (O00487 whole entry, looked up): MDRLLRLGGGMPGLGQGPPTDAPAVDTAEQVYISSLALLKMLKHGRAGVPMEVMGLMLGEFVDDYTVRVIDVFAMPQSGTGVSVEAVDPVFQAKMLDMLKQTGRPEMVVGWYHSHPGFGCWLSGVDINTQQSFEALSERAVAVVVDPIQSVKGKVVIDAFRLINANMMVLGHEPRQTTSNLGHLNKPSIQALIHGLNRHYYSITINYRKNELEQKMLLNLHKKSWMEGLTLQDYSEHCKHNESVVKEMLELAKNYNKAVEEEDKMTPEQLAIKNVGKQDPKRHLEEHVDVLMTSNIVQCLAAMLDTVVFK
DNMT1 block: inhibitors of human DNMT1. DNMT1 molecular beacon, Hinp1I cleavage, fluorescence. AID 588458. actives 0.83% (n = 360,000). inhibition (reported as % activation of signal), % at 10 µM; in the data active = inhibition above about 50%
LMPTP inh: LMPTP (human) inhibition; P24666; actives 0.22% (n = 360,000); inhibition, % at 20 µM; AID 651560; recombinant LMPTP-A, OMFP fluorogenic substrate, fluorescence intensity;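 active = compounds that cut the enzyme signal by at least half of the control window in the single-dose screen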;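 also: plate controls were DMSO wells with enzyme plus substrate for no effect and substrate without enzyme for full effect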
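Assay system: LMPTP-A phosphatase enzyme | Input: 0.625 nM enzyme | Also added: Fluorogenic phosphatase substrate OMFP at 400 µM final | Compound dosing: One test concentration per compound, 20 µM, with 3% DMSO overall | Schedule: 50 min enzyme reaction at room temperature, protected from light | Signal: Fluorescence intensity | Benchmarks: no-enzyme and uninhibited controls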
CSN inh: blocks human CSN-mediated cullin deneddylation | Q92905 | Purified CSN, SCF-Nedd8-OG deneddylation, fluorescence polarization | inhibition, % at 12.5 µM | actives 0.38% (n = 360,000) | AID 651999;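 active = pattern-corrected inhibition above about 35%, with an unprinted fluorescence ratio check between 0.5 and 1.5, limit read from the data, passing the limit was not always enough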;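 also: 0% = enzyme with substrate and 100% = substrate without enzyme; some results filed as inactive read as strong as hits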
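Assay system: purified human Csn5 enzyme expressed in HEK293T cells; measure: % inhibition; also added: SCFSkp2-Nedd8OG substrate at 10 nM final; technique: fluorescence polarization; times: reaction 90 min, room temperature; medium: Tris buffer pH 7.5, NaCl, DTT, Tween-20, trehalose, ovalbumin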
NadD inh: NadD (S. aureus) enzyme inhibition. purified NadD enzyme, colorimetric absorbance read-out. inhibition, % at 20 µM. actives 0.78% (n = 360,000). AID 602399; in the data active = inhibition above about 26%; also: some compounds past the cut are filed as inactive
* hit, by the source's call; i = inactive; . = not tested or not shown. Not a hit list (roughly 3.6% active in at least one column).

SMILES	MLLE-PAM2 inh	Tb MetRS inh	Scp-1 inhibitor	STEP inh	SUMO1-SIM PPI	Rpn11 inh	DNMT1 block	LMPTP inh	CSN inh	NadD inh
CCN1CCc2nc(NC(=O)Cc3ccc4c(c3)OCCO4)sc2C1	-8	-0.9	-5	-2	32	i	8	9.0	-2	18
CC(=O)N(C)Cc1ccc(C(=O)CSc2nnc(C3CC3)n2C2CC2)cc1	6	-0.5	-4	0	2	i	2	0.8	-3	-5
C=CCn1c(-c2ccc(C)cc2)nc2ccccc21	11	-1.3	3	0	-1	i	-4	4.9	-6	-1
O=C(NC(Cc1ccccc1)C(=O)O)c1ccc(S(=O)(=O)N2CCCC2)cc1 (stereo not drawn)	-3	0.1	5	-1	-1	i	9	-1.0	2	1
C/C(=N/NC(=O)c1ccoc1C)c1ccc(N2CCOCC2)cc1	5	-0.2	-4	-3	-3	i	-5	0.3	-2	-1
CN(C)C(=O)c1ccc(Nc2nnc(-c3ccc(O)cc3)c3ccccc23)cc1	7	-0.5	-12	2	-12	i	0	0.6	5	2
O=C(CN1C2=NCCN2c2ccccc21)C12CC3CC(CC(C3)C1)C2	-14	0.1	0	1	2	i	-2	-0.5	-5	4
COc1ccc(NC(=O)CSc2nnc(-c3ccccn3)n2Cc2ccco2)cc1OC	-28	-1.0	-2	1	3	i	-1	-1.4	-3	10
CC1(C(=O)Nc2ccc3ccccc3c2)CCC(=O)N1CCc1c[nH]c2ccccc12 (stereo not drawn)	-4	-1.1	.	0	-9	i	-13	1.4	2	-12
COc1ccc(/C=C/C(=O)NCc2ccccn2)cc1	-1	0.0	0	1	1	i	3	-0.3	0	-4
O=C1/C(=C/c2cccnc2)Oc2cc(OS(=O)(=O)c3ccc(F)cc3)ccc21	3	-0.1	-2	4	-22	i	-11	4.2	-10	1
COc1ccccc1N1CCN(C(=O)CSc2nc(-c3ccccc3)cc(=O)[nH]2)CC1	5	-1.0	-5	-1	2	i	-1	-1.9	-1	1
CN(Cc1ccccc1)C(=O)c1csc(COCCO)n1	9	0.1	.	0	0	i	-6	-1.9	1	-8
COc1ccc(C(C(=O)NC(C)(C)C)n2c(COc3ccc(C)cc3)nc3ccccc32)cc1 (stereo not drawn)	.	-0.1	.	.	1	.	.	3.4	-3	.
COc1cc(SC)ccc1C(=O)OCC(=O)N1CCN(C(C)=O)CC1	-8	-0.2	0	-2	4	i	0	0.0	-5	1
CNC(=S)NNC(=O)c1sccc1OCc1ccc(C)cc1	-25	0.0	-11	4	0	i	3	-0.4	-2	-1
O=c1c2c3c(sc2nc2n1CCCCC2)CCC3	-5	0.7	-7	4	5	i	5	-1.6	4	-1
CCn1c(C)c(C)c2cc(C(=O)N3CCc4ccccc4C3)ccc21	-32	-0.8	-11	4	-2	i	-4	6.1	6	0
Cn1nc(Oc2ncc(C(F)(F)F)cc2Cl)cc1C(F)(F)F	-7	-0.9	-3	6	3	i	1	-0.7	7	-4
Cn1c(SCC(=O)c2ccccc2)nnc1C1CC1	18	-1.0	-5	-1	-5	i	1	-1.1	1	-3
Cc1nc2ccc(S(=O)(=O)Nc3ccccc3C)cc2s1	3	-0.7	-6	-2	1	i	2	-2.5	-3	-8
CCOC(=O)C1CCN(C(=O)Cn2nc(CC)n3cccc3c2=O)CC1	9	-0.1	-9	4	2	i	0	-1.2	2	-3
COCCCNS(=O)(=O)c1ccc2c(c1)OCCO2	7	-0.8	4	1	1	i	1	-0.4	8	1
COC(=O)c1c(NC(=O)c2ccco2)sc2c1CCN(C(C)C)C2	1	-0.6	1	-2	-1	i	7	0.8	4	-5
Cc1nn(CC(=O)NCc2cccc(F)c2)c(=O)c2cccn12	-10	-0.1	-9	2	1	i	1	0.0	1	1
COc1ccc(-c2cc(C(=O)Nc3c(C)n(C)n(-c4ccccc4)c3=O)c3ccccc3n2)cc1OC	-15	-0.5	-2	1	-10	i	-2	-0.9	-6	7
O=C(NNc1cccc(Cl)n1)Nc1cccc(C(F)(F)F)c1	15	-0.5	-3	0	2	i	-1	0.4	7	3
CC12COC3(C(=O)Nc4ccc5ccccc5c4)CC1CCC32C (stereo not drawn)	-22	-0.3	-8	0	-3	i	-3	1.3	0	-10
CN1CCC(N(C)C(=O)COc2ccc(S(=O)(=O)N3CCOCC3)cc2)CC1	15	0.1	-13	0	1	i	-1	-1.0	-2	-2
CSc1ncc(C(=O)Nc2ccccc2F)c(-c2ccccc2)n1	2	-0.6	6	0	2	i	-1	-1.4	1	-3
NC(=O)c1ccc(NC(=O)CSC(=O)c2ccccc2)cc1	16	-0.3	-8	9	-2	i	2	0.6	0	3
COc1cccc(N2C(=O)CC(N3CCN(C(=O)c4ccco4)CC3)C2=O)c1 (stereo not drawn)	-3	0.0	25	-2	5	i	19	-2.1	1	2
Cc1ccccc1CSCCNC(=O)COc1ccc(Cl)cc1	-5	-0.1	-16	0	6	i	-1	1.3	2	-13
Cc1ccc(Oc2ncccc2COC(=O)Nc2ccccc2C)cc1	0	-0.4	-3	1	-3	i	-2	3.0	0	-5
COC(=O)c1ccc(NC(=S)N2CCC(C(N)=O)CC2)cc1	-7	-0.6	68*	10	3	i	0	0.6	-11	-1
COc1ccccc1NC(=O)Nc1ccc2c(c1)nnn2C	-7	-1.1	-6	3	1	i	0	0.4	0	-5
COc1cccc(Cn2nnc(C(=O)Nc3cc(C)ccc3OC)c2N)c1	5	-0.6	-4	-3	0	i	-1	0.6	1	-6
C=CCN(CC=C)CCOc1cccc(Oc2ccccc2)c1	-2	-1.2	-2	1	3	i	4	0.6	3	-9
Cc1ccccc1-c1cccc([C@@H]2C[C@H]3[C@H](CON3C)CN2C(=O)C(C)(C)C)c1	-7	-1.0	-8	-2	3	i	1	-1.4	1	4
O=C(Oc1cccc(N2C(=O)CCC2=O)c1)C1CC(=O)N(c2ccc(F)cc2)C1 (stereo not drawn)	-16	-0.4	-1	-3	-1	i	1	0.3	3	-3

Four entries out of the list above, arranged by their value in DNMT1 block, low to high:
SMILES	MLLE-PAM2 inh	Scp-1 inhibitor	STEP inh	SUMO1-SIM PPI	Rpn11 inh	DNMT1 block	LMPTP inh	CSN inh	NadD inh
CSc1ncc(C(=O)Nc2ccccc2F)c(-c2ccccc2)n1	2	6	0	2	i	-1	-1.4	1	-3
COC(=O)c1ccc(NC(=S)N2CCC(C(N)=O)CC2)cc1	-7	68*	10	3	i	0	0.6	-11	-1
NC(=O)c1ccc(NC(=O)CSC(=O)c2ccccc2)cc1	16	-8	9	-2	i	2	0.6	0	3
C=CCN(CC=C)CCOc1cccc(Oc2ccccc2)c1	-2	-2	1	3	i	4	0.6	3	-9

More compounds follow.
SMILES	MLLE-PAM2 inh	Tb MetRS inh	Scp-1 inhibitor	STEP inh	SUMO1-SIM PPI	Rpn11 inh	DNMT1 block	LMPTP inh	CSN inh	NadD inh
Cc1ccc(SCCNC(=O)c2ccccc2)cc1	-6	-0.5	-8	0	2	i	-1	-0.6	2	3
CCCCn1nc(NC(=O)CC(C)C)c2cc3cc(OC)ccc3nc21	-11	0.0	4	-2	-8	i	-2	0.5	-2	-3
CN(C)CCn1c(SCc2ccccc2C#N)nc2c(sc3ccccc32)c1=O	19	0.1	-11	2	-10	i	-2	3.7	2	-3
Cc1ccc(S(=O)(=O)N(C)c2ccc(OCC(=O)Nc3nnc(C4CC4)s3)cc2)cc1	-6	-0.5	-1	-2	6	i	-5	1.5	4	-6
COC(=O)C1CCN(C(=O)CSc2nnc(-c3ccccc3)o2)CC1	13	0.1	4	-1	4	i	-1	-0.2	-9	1
O=C(CSc1nccn1-c1ccc(Cl)cc1)N1CCCc2ccccc21	4	0.1	-6	-2	-4	i	3	-0.4	-11	9
COc1cccc(CN(C)CC(=O)Nc2cc(S(=O)(=O)N3CCCC3)ccc2Cl)c1OC	26	-0.1	-6	-2	-2	i	4	1.0	-2	2
CC(C)OC(=O)c1ccc(NC(=O)c2cncc(Br)c2)cc1	20	-0.1	-7	1	2	i	4	-0.3	-1	-7
CN1CCN(c2ccc(NC(=O)c3cc(Cl)c4c(c3)OCCO4)cc2)CC1	-15	-0.2	-5	0	-8	i	2	0.0	-1	-8
Cc1cc(Cl)ccc1OCC(=O)N(Cc1cccs1)C1CCS(=O)(=O)C1 (stereo not drawn)	-15	-0.4	-1	-3	5	i	-1	-0.4	-3	-3
COCCN=c1scc(-c2cccs2)n1/N=C(\C)c1ccco1	-11	-2.1	2	0	-4	i	6	-0.2	-6	1
N#Cc1c(N)nc(Sc2ccc(Cl)cc2)c(C#N)c1-c1ccccc1Cl	15	2.9	-13	0	-96	i	-8	5.8	4	-2
CCCCCOC(=O)CSc1nnc(-c2ccccc2)c(=O)[nH]1	3	-0.2	-5	-3	-1	i	3	-1.6	-5	-6
O=C(NCCc1ccccn1)c1cc(-c2ccc(Cl)c(Cl)c2Cl)nc2ccccc12	-4	0.2	-1	1	-5	i	-1	2.0	-8	-4
CCOc1ccc(N(CC(=O)Nc2cccnc2)S(=O)(=O)c2ccc(C)cc2)cc1	9	0.1	-3	-3	-2	i	1	0.8	4	1
Cc1c(NC(=O)COC(=O)c2cccc(F)c2)c(=O)n(-c2ccccc2)n1C	-11	-0.2	.	0	1	i	2	3.4	-4	-2
CCn1c(C)nnc1SCC(=O)NC1CCCCCC1	7	-0.6	0	0	7	i	2	-0.2	2	-2
CCN(CC(=O)c1c(N)n(C)c(=O)n(C)c1=O)c1cccc2ccccc12	20	-0.3	0	1	-7	i	-23	-0.2	9	3
S=C(NCc1ccc(Cl)cc1)Nc1ccncc1	6	0.5	-5	3	2	i	0	2.1	-3	-7
COc1ccc(C=C(C#N)C(=O)c2ccccc2)cc1	.	-0.5	.	.	4	.	.	0.7	2	8
O=C1CCC(/C=C/c2ccccc2)=NN1	-3	0.6	-4	1	2	i	-1	-0.6	-1	0
O=C(N/N=C/c1ccccn1)c1ccc([N+](=O)[O-])cc1Cl	-9	1.1	1	1	-30	i	-1	0.4	5	2
Cc1ccc(NC(=O)CNC(=O)CC23CC4CC(CC(C4)C2)C3)c(O)c1	3	0.4	-6	-1	5	i	-2	-0.2	-3	-5
